Screens (PubChem)
S3 lipid droplet – qHTS Assay for Lipid Storage Modulators in Drosophila S3 Cells; Drosophila S3 cells, BODIPY lipid droplet fluorescence, 18-24 h; cells fed with added oleic acid; lipid storage change, negative = inhibition, % at the top dose, mostly 46.1 µM; hits show Potency in µM; 320,000 tested, 0.64% active; active means well fitted inhibition curve with a large enough effect in the signal ratio, with a control signal flat, not every such curve was filed as active; inconclusive means small, poorly fitted or top-dose-only effect, or effect the other way, or a change in a side signal; the % refers to the signal ratio
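Drosophila S3 cells loaded with oleic acid (400 uM, as added) and compounds at several concentrations; lipid droplets imaged by 488-nm laser-scanning cytometry, 500–530 nm intensity and object ratio to cell channel. Percent activity normalized to 20 uM Triacsin C.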
S3 lipid droplet cell count max – second read-out of S3 lipid droplet, no call of its own (marks repeat the call); cell number change, %; measured here: cell count max response;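 cells counted by Cell Tracker Red CMTPX staining in the red channel; peak over a dose series mostly up to 46.1 µM; percent activity relative to internal control wells on each plate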
The depositor's hits bear a star; i = inactive; ? = inconclusive; · = not tested or not shown. On the % scale 0 is the no-effect control and ±100 the full control effect; potency means the concentration at half of the fitted maximal effect.

Order of values – S3 lipid droplet	S3 lipid droplet cell count max
Cn1nc(C(=O)NCc2cccs2)c2ccccc2c1=O
  ?	·
CC(C)CCn1nnnc1C(c1ccccc1)N1CCC(C(N)=O)CC1 (stereo unspecified)
  21%	-9
Cc1noc(C)c1S(=O)(=O)Nc1ccc(C(=O)N2CCC(C)CC2)cc1
  1%	15
CCSC1=C(C#N)C(c2ccc(C)o2)CC(=O)N1 (stereo unspecified)
  ?	·
COC(C(=O)Nc1cccc([N+](=O)[O-])c1)c1ccccc1 (stereo unspecified)
  ?	·
CCOC(=O)c1cc2sccc2n1CCCN1C(=O)c2ccccc2C1=O
  ?	·
O=C(CC1SC(=Nc2ccc(O)cc2)NC1=O)Nc1ccccc1 (stereo unspecified)
  ?	·
CN1CCc2c(sc3nc(SCC(=O)N4CCOCC4)n(-c4ccc(Cl)cc4)c(=O)c23)C1
  ?	·
CSCCC(NC(=O)c1ccco1)C(=O)N1CCN(Cc2ccccc2)CC1 (stereo unspecified)
  22%	2
Nc1ccc(-c2cc(N)n(-c3ccccc3)n2)cc1
  9%	-13
CCCCOC(=O)c1ccc(NC(c2ccc(C)cc2)P(=O)(OC)OC)cc1 (stereo unspecified)
  7%	-18
CC(=O)Nc1ccc(C(C#N)c2ccccc2)cc1 (stereo unspecified)
  i	6
CC(C)NC(=O)c1ccccc1NC(=O)C1COc2ccccc2O1 (stereo unspecified)
  -4%	-8
CCOc1ccc(NC(=O)CCCOc2cc(=O)n(C)c3ccccc23)cc1
  ?	·
Cn1c(CN2CCCCC2)nc2cc(NC(=O)c3ccccc3)ccc21
  ?	·
COC(CNC(=O)c1c[nH]c2ccc(S(=O)(=O)N3CCOCC3)cc2c1=O)OC
  ?	·
O=C(NCc1ccco1)Nc1ccc2nsnc2c1
  ?	·
O=C(c1ccc(Cn2cc(Cl)cn2)cc1)N1CCN(c2ccccc2)CC1
  ?	·
CC(C)Cn1c(N)c(C(=O)COC(=O)c2ccc(Cl)cc2)c(=O)n(C)c1=O
  ?	·
CCOC(=O)c1c(C)c(-c2ccccc2)n(CC(=O)NCCC(C)C)c1C
  ?	·
OC(CNC1CCCC1)COc1ccc(-c2ccccc2)cc1 (stereo unspecified)
  ?	·
CC(=O)c1ccc(NC(=O)CSc2nnc(Cn3cnc4ccccc43)o2)cc1
  ?	·
CCN(C(=O)c1cccc(S(=O)(=O)N2CCc3ccccc32)c1)C1CCS(=O)(=O)C1 (stereo unspecified)
  13%	·
CC(=O)c1c(Cl)nc2cccc3c2c1-c1ccccc1C3=O
  ?	·
CC(=O)Oc1cccc(N2C(=O)C3C4C=CC(CC4)C3C2=O)c1 (stereo unspecified)
  2%	·
COC(=O)c1c(S(C)(=O)=O)nc(-c2ccccc2)[nH]c1=O
  7%	0
COCCNc1oc(COc2cccc(C)c2)nc1C#N
  ?	·
COc1cc(F)c(C2=CC(=O)C[C@H](c3ccc4c(c3)OCO4)C2)cc1F
  i	-8
COc1ccc(C(=O)NC2CCCc3c2cnn3-c2ccccc2F)o1 (stereo unspecified)
  ?	·
CCCc1cc(=O)oc2cc(OCC(=O)NCC3CCC(C(=O)O)CC3)ccc12 (stereo unspecified)
  i	9

Part of the list above, field by field.
structure: O=C(c1ccc(Cn2cc(Cl)cn2)cc1)N1CCN(c2ccccc2)CC1
- S3 lipid droplet: ?
- S3 lipid droplet cell count max: ·
structure: CC(C)Cn1c(N)c(C(=O)COC(=O)c2ccc(Cl)cc2)c(=O)n(C)c1=O
- S3 lipid droplet: ?
- S3 lipid droplet cell count max: ·

Carrying on:
Order of values – S3 lipid droplet	S3 lipid droplet cell count max
COc1ccc(N2CCN(CC(=O)c3ccc(O)c(C)c3O)CC2)cc1
  i	-13
NC(=O)c1nsc(C(=O)N(c2cccc(F)c2)C(C(=O)NCC2CCCO2)c2cccs2)c1N (stereo unspecified)
  -1%	-3
CC(C)OC(=O)CSc1nnc(-c2ccc(Cl)cc2Cl)n1N
  ?	·
Cc1ccc(-n2nc(C)c(C3C(C#N)=C(N)OC4=C3C(=O)CC(C)(C)C4)c2Cl)cc1 (stereo unspecified)
  14%	-3
Cc1cccc(NC(=O)C2CCN(c3nccc(C)n3)CC2)c1
  ?	·
CCNC(=O)COC(=O)C1CCN(S(=O)(=O)c2ccc3c(c2)OCCO3)CC1
  ?	·
CC1=CCC(Cc2nc3ccccc3o2)C1(C)C (stereo unspecified)
  ?	·
CCOC(CCNC(=O)c1cc(-c2cccs2)nc2ccccc12)OCC
  -4%	-13
CC1(C)CC(=O)C(C=NCCN2CCOCC2)=C(O)C1
  5%	-15
COC(=O)c1cc2sccc2n1Cc1ccc(C)cc1
  ?	·
COC(=O)/C(C#N)=C/c1c(Oc2cccc(C)c2C)nc2ccccn2c1=O
  ?	·
COc1ccc(C(=O)NC(=S)Nc2cccnc2)cc1Cl
  ?	·
CCOc1cc(/C=C(/NC(C)=O)C(=O)O)cc(Cl)c1OCc1cccc(Br)c1
  ?	·
CC1(c2ccccc2)NC(=O)N(CC(=O)NNC(=O)c2ccccc2F)C1=O (stereo unspecified)
  ?	·
CSc1ccccc1C(=O)N1CCC(CCC(=O)NC2CC2)CC1
  i	-20

Sorted by the number under S3 lipid droplet cell count max (descending): 7 of the compounds above.
compound,S3 lipid droplet cell count max
CCCc1cc(=O)oc2cc(OCC(=O)NCC3CCC(C(=O)O)CC3)ccc12 (stereo unspecified),9
CC(=O)Nc1ccc(C(C#N)c2ccccc2)cc1 (stereo unspecified),6
CSCCC(NC(=O)c1ccco1)C(=O)N1CCN(Cc2ccccc2)CC1 (stereo unspecified),2
COC(=O)c1c(S(C)(=O)=O)nc(-c2ccccc2)[nH]c1=O,0
NC(=O)c1nsc(C(=O)N(c2cccc(F)c2)C(C(=O)NCC2CCCO2)c2cccs2)c1N (stereo unspecified),-3
CC(C)NC(=O)c1ccccc1NC(=O)C1COc2ccccc2O1 (stereo unspecified),-8
COc1ccc(N2CCN(CC(=O)c3ccc(O)c(C)c3O)CC2)cc1,-13

New compounds follow:
Order of values – S3 lipid droplet	S3 lipid droplet cell count max
CSc1cc(-c2ccc(Cl)cc2)c(C(=O)N2CCCC2)s1
  i	·
CNC(=O)NC(=O)COC(=O)/C=C/c1cccc(Br)c1
  i	·
Cc1cccc(C(=O)Nc2ccc(S(=O)(=O)Nc3nc(C)cc(C)n3)cc2)c1
  ?	·
Cc1nnc(N/N=C/C2CC=CCC2)[nH]c1=O (stereo unspecified)
  0%	15
Cc1ccc(NC(=O)CN2C(=O)COc3ccc(S(=O)(=O)N4CCCC4)cc32)cc1C
  ?	·
CCC(C)[C@H](NC(=O)[C@@H]1Cc2c([nH]c3ccccc23)C2c3ccccc3C(=O)N21)C(=O)N1CCC[C@@H]1C(=O)O (stereo partly specified)
  ?	·
Cn1c(=O)c2c(nc(N3CCCCC3)n2CCNC2=NCCC2)n(C)c1=O
  -1%	-6
CC(=O)OC(C(=O)N1CCOCC1)c1c(F)cccc1F (stereo unspecified)
  -10%	1
CCCSc1nc2ccccc2n1CC(=O)O
  -1%	6
COc1ccc(C2=NNC(c3cccnc3)=Nc3ccc(OC)cc32)cc1
  ?	·
CCNS(=O)(=O)c1ccc2nc(NC(=O)/C=C/c3cc(OC)c(OC)c(OC)c3)sc2c1
  ?	·
Nn1c(C2CCCCC2)nc2ccccc2c1=O
  ?	·
COc1ccccc1N1CCN(C(=O)c2sc3nc(-c4ccccc4)cn3c2C)CC1
  ?	·
c1ccc(-c2ccc(CN3CCN(c4ncccn4)CC3)cc2)cc1
  -12%	-20
CCn1c(O)c(N=Nc2ccc(Cl)c(C(=O)O)c2)c2ccccc21
  3%	1

(continued)
compound | S3 lipid droplet | S3 lipid droplet cell count max
COc1cccc(C(=O)Oc2ccc(/C=N/Nc3ccc(C(=O)O)cc3)cc2OC)c1 | ? | ·
CSc1nnc(C)c(=O)n1COC(=O)c1ccc(S(=O)(=O)N2CCCC2)cc1 | -22% | -6
CC(C)CNC(=O)COC(=O)/C=C/c1ccco1 | ? | ·
O=C(Nc1ccc(F)cc1F)c1cc2ncc(Br)cn2n1 | ? | ·
O=C(Nc1ccc(F)cc1)c1nc(S(=O)(=O)Cc2ccccc2)ncc1Cl | ? | ·
CC(=O)Nc1ccc(NC(=O)C(C)OC(=O)CSCc2cccc(Cl)c2)cc1 (stereo unspecified) | ? | ·
Cc1cc(C(=O)OCC(=O)N2CCOCC2)ccc1[N+](=O)[O-] | ? | ·
C[C@H](CO)NC(=O)[C@H](C)[C@H]1C[C@]1(C)[C@H](NC(=O)OCc1ccccc1)c1ccccc1 | 19% | 16
Cc1nnc(SCC2=C(C(=O)O)N3C(=O)C(NC(=O)Cn4cnnn4)C3SC2)s1 (stereo unspecified) | 21% | 14
CC(C)C1N=C2c3ccccc3N=C(SCC#N)N2C1=O (stereo unspecified) | 26% | -1
COc1ccc(OCc2cc(C(=O)NC(C)Cc3cnccn3)no2)c(Cl)c1 (stereo unspecified) | i | ·
Cc1ccc(S(=O)(=O)NCc2ccc(C(=O)N3CCN(c4ccc([N+](=O)[O-])cc4)CC3)cc2)cc1 | ? | ·
O=C1c2ccccc2NC(c2ccc(Cl)cc2Cl)N1O (stereo unspecified) | -15% | 1
O=C(C1CC1)N1N=C(c2ccccc2)CC1(O)C(F)(F)F (stereo unspecified) | ? | ·
COC(=O)c1ccc(CSc2nc(N)cc(N)n2)cc1 | ? | ·
Nc1nc(NCc2ccc(Cl)cc2)nc(NCCO)c1[N+](=O)[O-] | 7% | 10
COc1ccccc1C1CC(c2cccc(NS(C)(=O)=O)c2)=NN1S(=O)(=O)c1ccccc1 (stereo unspecified) | ? | ·
CCCC(=O)Nc1cc(C)cn(Cc2c(F)cccc2Cl)c1=O | ? | ·
O=C(/C=C/c1ccc(O)c(O)c1)OC1C(O)CC(OC(=O)/C=C/c2ccc(O)c(O)c2)(C(=O)O)CC1O (stereo unspecified) | ? | ·
O=c1oc2ccccc2c2[nH]ccc12 | ? | ·
Cc1ccc(S(=O)(=O)Nn2c(O)c(C=C3N=c4ccccc4=N3)sc2=S)cc1 | ? | ·
Cc1cc(C)c(S(=O)(=O)N2CCCC(C(=O)NCCC3=CCCCC3)C2)c(C)c1 (stereo unspecified) | ? | ·
CNc1nc(-c2ccc3c(c2)CCN3C(=O)c2ccc(F)cc2)cs1 | ? | ·
O=C(CSc1ccc(Cl)cc1)NNC(=O)c1ccncc1 | ? | ·
Cc1cc(NS(=O)(=O)c2ccc(NC(=O)CSc3nnc(-c4ccco4)n3Cc3ccco3)cc2)nc(C)n1 | ? | ·

Quoted from the listing:
`COc1cc(F)c(C2=CC(=O)C[C@H](c3ccc4c(c3)OCO4)C2)cc1F` – S3 lipid droplet cell count max = -8
`CC(=O)Nc1ccc(C(C#N)c2ccccc2)cc1` (stereo unspecified) – S3 lipid droplet cell count max = 6

Later entries.
compound | S3 lipid droplet | S3 lipid droplet cell count max
CC(=O)c1ccc(N2CCN(C(=O)COc3ccccc3F)CC2)c(F)c1 | 3% | -1
O=C(N/N=C/c1ccc(N2CCOCC2)o1)c1cccc(C(F)(F)F)c1 | ? | ·
CCOc1ccc(CC(=O)N/N=C(\C)c2cccnc2)cc1OCC | -20% | -10
CCOC(=O)C1CCN(C(=O)CN2C(=O)COc3ccc(C(C)(C)C)cc32)CC1 | ? | ·
Cc1ccc(Nc2nc(NCc3ccco3)c3ccccc3n2)cc1 | ? | ·
Fc1ccc2nc(Nc3nc4cc5c(cc4s3)OCCO5)sc2c1 | ? | ·
COc1cc(S(=O)(=O)N2CC(=O)Nc3ccccc32)ccc1NC(C)=O | ? | ·
COc1ccc(NC(=O)C2=C(C)NC(=O)NC2c2cccc(OC)c2OC)c(OC)c1 (stereo unspecified) | ? | ·
CC(=O)c1ccc(COC(=O)c2cc3ccccc3oc2=O)cc1 | 10% | 7
O=C1N=C(N2CCOCC2)S/C1=C\c1ccc(-c2ccccc2Cl)o1 | ? | ·
Cc1cc(C(=O)COC(=O)c2ccc3c(c2)OCO3)c(C)n1CC1CCCO1 (stereo unspecified) | ? | ·
O=C(Nc1ccc2c(c1)OCO2)c1ccccn1 | 3% | -4
Cc1noc2ncnc(N3CCCC3)c12 | ? | ·
CCOc1ccc(-c2n[nH]c(C)c2-c2ccccc2OC)c(O)c1 | ? | ·
O=c1cc(CN2CCN(S(=O)(=O)c3ccccc3)CC2)nc2sccn12 | ? | ·
CCOC(=O)c1ccc(NC(=O)NNS(=O)(=O)c2cc(OC)ccc2OC)cc1 | ? | ·
CCCCOC(=O)c1ccc(NC(C)=O)cc1 | -1% | -9
NS(=O)(=O)c1ccc(CNC(=O)c2scc3c2CCCC3)cc1 | ? | ·
COc1ccc(CSCCNC(=S)Nc2ccccc2)cc1Cl | ? | ·
COc1ccc(-n2cnc3c(sc4nc(N5CCOCC5)c5c(c43)CCCC5)c2=O)cc1 | -3% | 12
CC1(C)Cc2ccccc2C(NNC(=O)c2ccccn2)=N1 | ? | ·
CCC(=O)c1ccc(OCC(=O)Nc2ccccc2N2CCOCC2)cc1 | ? | ·
Cn1cccc1C(C#N)c1ncc(C(F)(F)F)cc1Cl (stereo unspecified) | ? | ·
CCOC(=O)/C=C1\CC(=O)Nc2nonc2N1 | i | ·
O=C(Nc1ccc2oc(=O)ccc2c1)c1cccnc1Cl | -21% | -9
COc1ccc(Cc2nc(-c3ccc(NC(=O)c4cccnc4)cc3)no2)cc1 | ? | ·
CCOC(=O)c1[nH]c2ccc(OCC)cc2c1NC(=O)CN1CCCC(C)C1 (stereo unspecified) | ? | ·
COc1cc(CNCc2ccncc2)cc(OC)c1OC | -14% | -10

This is a subset. The share of hits here may be higher or lower than overall.
